Screening results: PubChem BioAssay, Small Molecule Screening Facility, UW Madison
PriA SSB inh = inhibitors of Klebsiella pneumoniae PriA binding to SSB C-terminal tail. 430,000 tested, 0.6% active. AlphaScreen SSBct-PriA binding, biotinylated peptide. inhibition, % at 33 µM. AID 1272365; in the data active means inhibition mostly above about 37%, no sharp cut-off; inactive means mostly below about 20%;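 further: plate controls were negative control peptide for no effect and reference peptide for full effect; strong numbers were not always called active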
The depositor's hits bear a star; & = joins results of further samples.

compound,PriA SSB inh
CC(C)NC(=O)CSc1ncc(-c2ccc(Cl)c(Cl)c2)n1-c1cccc(C(F)(F)F)c1,-10.0
O=C(NN=Cc1cc([N+](=O)[O-])ccc1O)c1c[nH]c2ccccc12,-10.6
COc1ccccc1-c1nnc2ccc(OCCNC(=O)c3ccco3)nn12,-11.0
O=C(Cc1csc(NC(=O)c2ccc(Cl)cc2)n1)NCCc1c[nH]c2ccccc12,29.0
Cn1nc2c(cc1=O)CC(C(=O)NC1CCCc3ccccc31)CC2 (stereo not given),-3.0
Cc1cc(OCC(=O)Nc2ccc(Cl)cc2C(=O)c2ccccc2)ccc1Cl,-6.0
O=C(CCCS(=O)(=O)c1ccc(Cl)cc1)Nc1nc2c(s1)CCc1ccccc1-2,12.0
CCOC(=O)NN=Cc1cn(CCCOc2ccccc2)c2ccccc12,9.0
Cc1ccc(S(=O)(=O)c2cc3cc(Cl)ccc3oc2=O)cc1Cl,-6.0
O=C(NCCn1nc(-c2cccnc2)ccc1=O)c1ccc(F)cc1,-11.0
COCCCN1C(=O)C(=O)C(=C(O)c2ccc(OC(C)C)cc2)C1c1ccc(O)c(OC)c1 (stereo not given),-12.1
COC(=O)c1cccc(NC(=O)N2C[C@H]3C[C@H](C2)c2cccc(=O)n2C3)c1,4.2
CC(CC(=O)Nc1cccc2c1CCCC2)=NNC(=O)c1ccccc1N,-2.3
CCN(C1CCCCC1)S(=O)(=O)c1ccc(C(=O)Nc2ccccc2Cl)cc1,-10.0
O=C(NCc1ccccn1)C(=O)Nc1cccc(N2CCCC2=O)c1,-12.0
O=C(Nc1ccc(Cl)c(N2CCCS2(=O)=O)c1)c1ccccc1C(F)(F)F,8.0
COc1ccccc1NC(=NS(=O)(=O)c1ccc(Cl)cc1)c1ccccc1,10.0
CCOc1ccc(S(=O)(=O)N=C(Nc2ccc(C)c(S(=O)(=O)N3CCOCC3)c2)c2ccccc2)cc1,0.0
Cc1cccc(OC2CCN(S(=O)(=O)c3ccc4c(c3)OCCO4)CC2)n1,-6.0
CC(=NNC(=O)CNc1ccc(C)cc1)c1ccc(Br)s1,-6.0
COc1ccc(C=NNC(=O)c2cc(=O)[nH]c3ccccc23)cc1OC,-12.6
CN(C)S(=O)(=O)c1ccc(C(=O)N2CCN(Cc3nc(-c4cccs4)cs3)CC2)cc1,0.0&15.0
O=C(Nc1nc(CN2CCc3ccccc3C2)cs1)c1ccc(F)cc1,5.0
COc1ccc(-c2nc(CCNS(=O)(=O)c3c(C)cc(C)cc3C)cs2)cc1,-8.0
COc1ccc(S(=O)(=O)NCC2CCN(c3ccc(C)nn3)CC2)cc1Cl,-2.0
CCS(=O)(=O)N1CC(Oc2cc(C)oc(=O)c2)C1,-7.0
COc1cc(/C=N\NC(=O)c2ccccc2O)cc(Br)c1O,15.0
O=C(Nn1cnc2c(cnn2-c2cccc(Cl)c2)c1=O)c1ccc(F)c(F)c1,-16.0
Cc1nnc(SCc2cccc(C(F)(F)F)c2)n(N)c1=O,-12.0
CCOc1cc(C(=O)N(CC(C)C)C2CCS(=O)(=O)C2)cc(OCC)c1OCC (stereo not given),0.0

Ordered by heavy-atom count (smallest number first): part of the list above
compound,PriA SSB inh
CCS(=O)(=O)N1CC(Oc2cc(C)oc(=O)c2)C1,-7.0
COc1ccccc1-c1nnc2ccc(OCCNC(=O)c3ccco3)nn12,-11.0
COCCCN1C(=O)C(=O)C(=C(O)c2ccc(OC(C)C)cc2)C1c1ccc(O)c(OC)c1 (stereo not given),-12.1

Next part.
compound,PriA SSB inh
CC(=NNC(=O)c1nnn(-c2nonc2N)c1-c1cccs1)c1ccncc1,4.7
O=S(=O)(c1ccc(Cl)cc1)N1CCC(c2nnc(-c3ccco3)s2)CC1,-1.0
CN(C(=O)CSc1ccc(Cl)cc1)C1CCS(=O)(=O)C1 (stereo not given),9.0
O=C(Nc1ccc(F)cc1)Nc1nc(C(=O)NCc2ccco2)cs1,1.0
Cc1ccc(Cn2cnc3c(cnn3CCNC(=O)c3c(F)cccc3F)c2=O)cc1,16.0
Oc1ccc(C=NN2CCN(Cc3ccccc3)CC2)cc1,-15.6
CC(=NNC(=O)C(O)c1ccccc1)c1ccc(Cl)cc1 (stereo not given),-1.8
COC(=O)NN=C/C=C/c1ccc2c(c1)OCO2,-0.6
Cc1ccc(S(=O)(=O)N(C(=O)NC(=O)NS(=O)(=O)c2ccc(Cl)cc2)C2CCCCC2)cc1,-3.0
Cc1noc(C)c1CC(=O)Nc1ccccc1-c1csc(-c2ccccc2F)n1,-27.0
CCCN1CCCc2cc(CCNC(=O)C(=O)Nc3ccc(F)cc3)ccc21,28.0
O=C(NCCNC(=O)c1ccc(NC(=O)C2CCCC2)cc1)Nc1ccc(F)c(F)c1,-12.0
N#CCCn1cc(C=NNC(N)=S)c(-c2ccc(Br)cc2)n1,-3.5
Cc1onc(-c2ccccc2)c1C(=O)NN=Cc1ccc([N+](=O)[O-])s1,26.0
CC(=O)c1ccc(NC(=O)c2ccc(N3C(=O)CCC3=O)cc2)cc1,-11.0
COc1cc(C=NNC(=O)Cn2cnc3ccccc3c2=O)ccc1O,1.8
CC(CC(=O)Nc1ccc(F)cc1)=NNC(=O)Cc1csc(N)n1,-3.3
CCOc1cccc2cc(S(=O)(=O)c3ccc(Cl)c(Cl)c3)c(=O)oc12,0.0
CCOc1ccc(C(=O)NNc2cc(=O)n(C)c(=O)n2C)cc1OCC,-6.0
CCOC(=O)CSc1nnc(NC(=O)/C=C\c2ccc3c(c2)OCO3)s1,-18.0
O=C(Nc1cccnc1)c1csc2nc(-c3ccc(F)cc3)cn12,-15.0&-6.0
CCOc1ccccc1NC(=O)CCc1c(C)nn(-c2nc(C)cc(=O)[nH]2)c1C,-8.0
Cc1ccc(=O)n(CCN)n1,-14.0
C=CCN(CC=C)S(=O)(=O)c1ccc(C(=O)Nc2nc3c(Br)cccc3s2)cc1,-5.0&-14.0
O=S(=O)(c1ccc2c(c1)CCCC2)N1CCOC(c2cccnc2)C1 (stereo not given),-6.0
Cc1noc(-c2ccc(NC(=O)Cn3c(=O)oc4ccccc43)cc2)n1,-13.0
COc1cc(/C=C/C(=O)Nc2nnc(-c3ccc(C(F)(F)F)cc3)o2)cc(OC)c1OC,7.0
Cc1sc(NC(=O)c2nc3ccccc3s2)c(C(N)=O)c1C,-2.0
COc1cccc(CNC(=O)CSc2ccc(NC(=O)c3cccc(F)c3)nn2)c1,-5.0&-5.0
Cc1ccc(C=NNC(=O)c2nnn(-c3nonc3N)c2CNc2ccccc2)cc1,-11.6
O=C(CCn1cnc2c(cnn2-c2ccccc2)c1=O)Nc1nccs1,-14.0
COc1cc(C(=O)Nc2cc(C(=O)N3CCOCC3)cn(C)c2=O)cc(OC)c1OC,-4.0
N#Cc1ccccc1NC(=O)C(=O)NC1CC1,-2.0
O=C(NCC12CC3CC(CC(C3)C1)C2)Nc1cccc(C(F)(F)F)c1,-18.0
CC1=C(C(=O)Nc2cccc(Cl)c2)C(c2cccs2)NC(=S)N1 (stereo not given),14.0
CS(=O)(=O)NCc1ccsc1,-10.0
COc1ccc(CCNC(=O)c2ccc3c(=O)n(CCC4=CCCCC4)c(=S)[nH]c3c2)cc1OC,7.0
COc1ccc(OC2CCN(C(=O)c3cnc(C)cn3)C2)nn1 (stereo not given),-7.0
O=C(c1ccccc1F)N1CCC(c2nnc(-c3ccco3)o2)CC1,1.0
Cc1ccc(S(=O)(=O)Nc2ccc3c(c2)N(CCC(C)C)C(=O)C(C)(C)CO3)cc1,15.0
Cc1cc(C)n(Cc2cccc(C(=O)NN=Cc3ccncc3)c2)n1,-8.4
O=C(NCC1CC(=O)N(c2ccc3c(c2)OCO3)C1)c1cccc(F)c1 (stereo not given),5.0
O=C(NCC#CCN1CCOCC1)c1cc(-c2ccccc2)on1,-13.0
Cc1ccc(N2C(=O)C3N=NN(Cc4cccc(C(F)(F)F)c4)C3C2=O)cc1C (stereo not given),-23.0
CSc1ccccc1NC(=O)c1coc(NC(=O)c2cnccn2)n1,14.0
Cc1ccc(C(=O)NCc2ccnc(-c3ccsc3)c2)s1,-1.0
NC(=O)C[n+]1cccc(C=NO)c1,1.8
Cc1cc(NC(=O)CSc2nnc(NC(=O)Nc3ccc(F)cc3)s2)no1,0.0
CCn1nc(C(=O)Nc2ccccc2)cc1C,-14.0
COc1ccc(O)c(C=NNc2nc(C)cc(-c3ccccc3)n2)c1,10.0
CCc1ccc[n+](-c2[nH]c(=O)sc2C=NN=C([O-])c2ccncc2)c1,-10.8
Cc1cc(NC(=O)c2ccc(Cl)cc2Cl)nc2c1c(=O)oc1ccccc12,-14.0
COc1cc(=O)n(-c2ccccc2)nc1C(=O)O,-2.0
COc1ccc(CCNC(=O)NC[C@@](C)(O)CCSC)cc1,-16.0
CC(=O)Nc1ccc(C(=O)NCCNS(=O)(=O)c2ccc(Cl)s2)cc1,5.0
Cc1ccccc1-c1noc(CSc2nc3ccsc3c(=O)n2C)n1,-19.0
CN1c2ccccc2-c2nc(SCC(=O)c3ccc4c(c3)OCO4)ncc2S1(=O)=O,-7.0
CC(=NNc1ccc([N+](=O)[O-])cc1)c1ccc(-n2nncc2C(C)(C)C)cc1,-12.2
COc1ccccc1OCC(=O)N(CCn1cccn1)c1nc2c(Cl)cccc2s1,11.0
O=C(NCc1ccc(C(=O)c2ccco2)s1)c1ccoc1,-3.0

Further entries
compound,PriA SSB inh
O=C(NCc1cccs1)C(=O)NCC1CCN(C(=O)c2cccnc2)CC1,-9.0
O=C(CN1CC(c2nc(C3CC3)no2)C1)OCc1ccccc1,-5.0
Cc1ccc(S(=O)(=O)N2CCCC2CNC(=O)c2ccco2)cc1 (stereo not given),6.0
COc1ccc(Cn2c(-n3nc(C)cc3C)nc3c2c(=O)n(CC(N)=O)c(=O)n3C)cc1,-13.0
Cn1nc(-c2ccccc2)cc1C(=O)Nc1ccccc1Cc1nc(-c2cccnc2)no1,-10.0
Cc1cc(C(=O)NN=Cc2cccc3ccccc23)c(C)o1,-4.4
CCOC(=O)c1ccc(NC(=O)CSc2nccnc2N2CCN(c3ccc(F)cc3)CC2)cc1,-5.0
O=C(Cc1ccc(Cl)cc1)Nc1ccc(N2CCCC2=O)cc1,8.0
C[C@H](NC(=O)C1CCN(S(=O)(=O)N2CCCC2)CC1)c1ccc(F)cc1,-11.0
COc1ccc(C(=O)/C=C/NNC(=O)c2ccc(Cl)cc2)cc1,0.6
O=C(CCCN1C(=O)c2cccc3cccc(c23)C1=O)Nc1nc(-c2ccc(Cl)cc2Cl)cs1,-2.0
Cc1ccccc1NC(=O)NCC(C)(O)c1ccco1 (stereo not given),-1.0
O=C(C1c2ccccc2Oc2ccccc21)N1CCc2ncncc2C1,-8.0
O=C(c1ccc2c(c1)OCO2)N1CCN(c2ccc(-c3ccncc3)nn2)CC1,-12.0
O=C(Nc1cc(-n2cccn2)ncn1)c1cnn(-c2ccccc2)n1,-14.0
O=C(CSc1ccc(F)cc1)N1CCC(Oc2cccnn2)CC1,-2.0
C=CCCC(=O)N1CCC(CN2CCN(C)CC2C)CC1 (stereo not given),-3.0
CCOc1ccc(CC(=O)Nc2cc(C)nn2C)cc1,-13.0
N#Cc1nccnc1OC1CCN(C(=O)c2ccsc2)C1 (stereo not given),-10.0
COC(=O)Cn1c(=NC(=O)c2ccno2)sc2cccc(F)c21,5.0
CN1C(=O)c2cccc(NC(=O)c3cccc(C(F)(F)F)c3)c2C1=O,4.0
CC(=O)Nc1cccc(NC(=O)C(=O)NCC2CCN(C3CCCC3)CC2)c1,-2.0
O=c1c2cc(-c3cccs3)nn2cnn1Cc1nc(-c2ccc(OCc3ccccc3)cc2)no1,-16.0
Cc1ccc(S(=O)(=O)Nc2ccc(Br)cn2)cc1,-10.0
O=C(CON=Cc1ccc2c(c1)OCO2)Nc1cccc(Br)c1,-12.7
CN(C)c1cccc(C(=O)N2CCC(Oc3cnccn3)CC2)c1,0.0
CN(C)C[C@H]1CSCCCN1C(=O)c1cc(-c2ccc(F)cc2)nn1C,-5.0
Cc1cc(N)nc(Nc2ccccc2Cl)n1,-5.0
COc1ccc(OCC(=O)NN=C(CCC(=O)O)c2cccs2)cc1,7.1
Cc1ccc(S(=O)(=O)N2CCC(Cc3ccc(Br)cc3)(C(=O)O)CC2)cc1,25.0
CCOC(=O)Cc1csc(NC(=O)Cc2csc(Nc3ccc(F)cc3)n2)n1,6.0&11.0
Cc1nn(C2CCS(=O)(=O)C2)c2nc(-c3ccccc3)cc(C(=O)NCCC3=CCCCC3)c12 (stereo not given),-15.0&-4.0
C[C@H](O)c1nc2ccccc2n1CCCc1ccccc1,4.0
CC12CCC(C/C1=N/Nc1ccc([N+](=O)[O-])cc1[N+](=O)[O-])C2(C)CBr (stereo not given),0.0
CSc1ccc2nc(Nc3ccc4c(c3)OCCO4)sc2c1,33.0
CSc1ncccc1C(=O)N1CCC(CNC(=O)C2(c3ccc(Cl)cc3)CCCC2)CC1,-6.0
CC(N=Nc1nc2ccccc2s1)=NNc1ccccc1O,10.7
C=CCn1c(SCc2nc(-c3ccc(Cl)cc3)oc2C)nnc1-c1ccccc1,-18.0
COc1ccc(Cl)cc1NC(=O)CSc1nc2c(cnn2CCO)c(=O)[nH]1,-16.0
COC(=O)c1ccc(S(=O)(=O)NC[C@@](O)(c2ccccc2)C(F)(F)F)cc1,-13.0

The list is partial; rates above refer to the full screens.
